Bioassay records: PubChem BioAssay, several laboratories
M1 antag = antagonists of rat M1 muscarinic receptor | 64,000 tested, 3.4% active | AID 628 | P08482 | B-score at 10 µM | CHO-M1 cells, Fluo-4 calcium, ACh EC80 antagonist mode; stronger effect = lower value;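 active = calcium fluorescence response, raw or row-and-column corrected B-score, differing from the plate sample mean either way at a set confidence level, mostly lower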
Jurkat viability = cytotoxic compounds reducing Jurkat cell viability. inhibition, % at 4 µM. 56,000 tested, 1.2% active. Jurkat E6.1 viability, ATP luminescence, 48 h;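 active = inhibition above the mean inhibition of all tested compounds plus 3 SD, cut at about 28% in these data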
TNAP act mid DEA = activators of human TNAP at intermediate phosphate acceptor | purified TNAP, CDP-star luminescence, 100 mM DEA, 30 min; stronger effect = higher value; scale: 0 levamisole-inhibited, 1 vehicle-only enzyme | activation factor at 20 µM | 64,000 tested, under 10 active | AID 813;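 active = activation factor of at least 2 at 20 µM, relative to controls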
D1 mod = allosteric modulators of human D1 dopamine receptor; B-score at 10 µM; HEK293 D1, CRE-luciferase, dopamine EC30 potentiation; actives deviate in either direction; AID 641; 58,000 tested, 5.9% active; P21728;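 active = luminescence count or its row- and column-corrected plate score outside the 99.7% band of the plate's sample wells, on either side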
Target sequence (P21728 whole entry, looked up): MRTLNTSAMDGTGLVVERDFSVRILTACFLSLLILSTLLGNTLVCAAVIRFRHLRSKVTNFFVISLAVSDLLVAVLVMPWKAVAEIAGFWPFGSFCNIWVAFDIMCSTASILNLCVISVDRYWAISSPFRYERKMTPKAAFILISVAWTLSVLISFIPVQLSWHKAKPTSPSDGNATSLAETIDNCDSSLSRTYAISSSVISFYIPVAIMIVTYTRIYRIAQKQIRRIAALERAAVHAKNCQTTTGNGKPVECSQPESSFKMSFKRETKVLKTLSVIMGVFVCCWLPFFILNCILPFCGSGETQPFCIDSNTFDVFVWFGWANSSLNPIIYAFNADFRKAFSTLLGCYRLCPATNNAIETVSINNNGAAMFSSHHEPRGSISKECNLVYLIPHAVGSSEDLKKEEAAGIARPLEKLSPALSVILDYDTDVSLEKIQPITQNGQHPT
S1P1 ag-PAM = S1P1 (human) agonism or agonism potentiation | P21453 | S1P1 CRE-bla cells, forskolin, beta-lactamase FRET, potentiator mode; S1P1 agonist co-added at EC20, 2 nM; 100% = saturating reference agonist, 0% = basal | activation, % at 9.5 µM | 56,000 tested, 0.57% active | AID 449;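 active = activation above a cutoff set at the mean activation of all tested compounds plus 3 SD, cut at about 54% in these data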;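 also: forskolin at 4 µM as EC80 and the EC20 agonist is SEW2871; 100% = SEW2871 at its EC100 plus forskolin at EC80; some compounds past the cut are filed as inactive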
S1P3 agonist = S1P3 (human) receptor agonism. activation, % at 4.5 µM. 60,000 tested, 0.1% active. Q99500. S1P3 NFAT-BLA reporter cells, FRET ratio; relative to 1 µM S1P, basal subtracted;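 active = activation above the screen-wide mean plus 3 SD, cut at about 4.5% in these data, passing the limit was not always enough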; also: some compounds called inactive have numbers as strong as hits
Target sequence (Q99500 whole entry, looked up): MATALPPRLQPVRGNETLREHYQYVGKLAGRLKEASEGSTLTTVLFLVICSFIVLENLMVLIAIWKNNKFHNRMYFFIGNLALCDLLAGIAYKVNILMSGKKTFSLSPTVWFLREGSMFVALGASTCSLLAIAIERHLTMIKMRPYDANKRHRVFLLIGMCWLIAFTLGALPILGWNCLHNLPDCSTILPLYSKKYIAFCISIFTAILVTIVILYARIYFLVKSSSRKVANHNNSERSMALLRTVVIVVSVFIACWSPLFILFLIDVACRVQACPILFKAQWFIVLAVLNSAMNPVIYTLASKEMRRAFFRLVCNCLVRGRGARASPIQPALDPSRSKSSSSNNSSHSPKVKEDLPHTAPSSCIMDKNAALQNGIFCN
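Measure – % activation relative to 1 µM S1P (100%), per plate · System – stable CHO line with human S1P3, Gα16, NFAT-BLA reporter · Timing – cells plated overnight, compound 4 h 37 °C, substrate 2 h RT · Technique – fluorescent BLA substrate, ex 405 nm, em 460/535 nm ratio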
M1 agonist = activates the M1 muscarinic receptor. CHO-M1 cells, Fluo-4 calcium fluorescence, agonist mode; stronger effect = higher value. 64,000 tested, 3% active. B-score at 10 µM;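 active = fluorescence rise, raw or as B-score row- and column-corrected plate score, outside the 99.7% band of its plate's samples, either direction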
E coli RNAP = Escherichia coli RNA polymerase inhibition. P0A8V2. E. coli RNA polymerase, fluorescence transcription assay. inhibition, %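 (tested at 10 µM)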. 62,000 tested, 0.2% active. AID 559; in the data active = inhibition above about 20%;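 also: 0% = enzyme without compound and 100% = no enzyme blank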
HEK293 NFkB inh = lowers PMA/ionomycin-induced NF-kB signal in HEK293 cells; HEK-293 NF-kB luciferase reporter, luminescence; inhibition, % at 3 µM; 62,000 tested, 0.21% active;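 active = inhibition above the mean of all tested compounds plus 3 SD, cut at about 40% in these data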;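 also: 0% = stimulated DMSO wells and 100% = 10 µM reference inhibitor 5653914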
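Timing: 1 h pretreatment, 16 h stimulation, 37 °C; system: HEK-293 cells with stable firefly luciferase reporter driven by four HIV NF-kB elements; doses: 3 µM once, 0.30% DMSO; measured by: luciferase luminescence; control set: DMSO and 10 µM reference inhibitor; repeats: single test; reagent: PMA plus ionomycin mix as NF-kB-activating stimulus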
The depositor's hits bear a star; . = not tested or not shown.

1) CCOC(=O)C(NC(C)=O)(OCc1ccc(F)cc1)C(F)(F)F (configuration not stated)
2) CCOC(=O)c1nnn(-c2nonc2OC)c1-c1ccccc1
3) Clc1ccc(-c2nnc(-c3ccccc3)o2)c(Cl)c1
4) O=C(O)Cn1nnc(-c2cccs2)n1
5) O=C(CSc1nnc(COc2cccc3cccnc23)o1)c1ccc(F)cc1
6) Oc1cccc(Nc2nc(NCC3CCCO3)c3ccccc3n2)c1 (configuration not stated)
7) CCOC(=O)N1CCN(C(=O)CS(=O)(=O)Cc2nc(-c3ccccc3C)oc2C)CC1
8) Cc1cc2nc(-c3cccc(NC(=O)c4ccc(Br)o4)c3C)oc2cc1C
9) N#Cc1c(N)nc(-c2ccccc2)nc1-c1ccccc1
10) O=C(C1COc2ccccc2O1)N1CCn2c(nc3ccccc32)C1 (configuration not stated)
screen / no.	1	2	3	4	5	6	7	8	9	10
E coli RNAP	9	7	8	7	9	-6	3	3	-3	0
TNAP act mid DEA	0.9	1.1	1	1	0.9	0.9	1	0.9	0.9	1
HEK293 NFkB inh	2	5	-28	12	10	6	2	0	19	14
S1P1 ag-PAM	-15	-2	-8	-36	-32	-1	-3	-14	-16	-16
D1 mod	-5.7*	1.1	-1.1	.	-0.16	-5*	-0.21	-0.46	18*	0.27
M1 agonist	0.18	.	-0.35	-0.11	-0.51	1.6	-0.25	0.17	-0.44	-0.26
M1 antag	-1.1	.	0.23	-1.1	0.18	-3.9*	-0.65	-0.62	0.027	0.58
S1P3 agonist	-0.8	0.1	-0.7	-0.6	-1.2	-0.4	-0.8	-0.8	-0.4	0.8
Jurkat viability	3	-3	1	-5	15	5	6	7	6	-7

11) Cc1nc2sc(C(c3ccc(Cl)cc3)N3CCN(CCO)CC3)c(O)n2n1 (configuration not stated)
12) COc1cc(C2C3C(C)N(C)C(=O)N(C)C3N(C)C(=O)N2C)ccc1O (configuration not stated)
13) COC(=O)c1ccc(-n2nnnc2SCC(=O)NCc2cccc(C(=O)O)c2)cc1
14) Clc1ccc(Cc2nnc(-c3cccs3)o2)cc1
15) CN1CCN(CC#CC(C)(O)C2CC3C=CC2C3)CC1 (configuration not stated)
16) Cc1csc2ncc(C(=O)NCc3ccc4c(c3)OCO4)c(=O)n12
17) Cc1cc(C(=O)NCCC2=CCCCC2)no1
18) COC(=O)CSc1nnc2n(-c3ccc(OC)cc3)c(=O)c3c4c(sc3n12)CCCCC4
19) COC(=O)c1[nH]c2ccc(C)cc2c1NC(=O)CN1CCCC(C)(C)C1
20) Cc1[nH]c2ccc(F)cc2c(=O)c1SC(F)(F)C(F)C(F)(F)F (configuration not stated)
screen / no.	11	12	13	14	15	16	17	18	19	20
E coli RNAP	1	-3	4	1	-6	8	2	5	4	8
TNAP act mid DEA	0.9	1	0.8	0.9	0.9	1	0.9	0.9	0.8	0.9
HEK293 NFkB inh	13	11	10	-14	25	0	0	.	1	.
S1P1 ag-PAM	-8	-14	-24	-11	4	-9	1	2	7	18
D1 mod	-0.59	0.14	-0.27	0.32	-0.75	0.74	0.17	-0.94	1.4	0.071
M1 agonist	0.73	-0.89	0.44	-0.84	-0.25	-0.0053	-0.8	0.011	-0.13	-0.85
M1 antag	-0.0018	-0.81	-0.12	0.27	-0.77	1.2	0.39	-0.12	-2	1
S1P3 agonist	-0.7	-0.7	-1.0	-0.8	0.0	-1.2	-0.5	-2.1	-0.7	-4.0
Jurkat viability	-1	2	1	-4	7	-3	0	.	-3	.

21) Cn1c(=O)c2c(nc(CN3CCN(c4cccc(Cl)c4)CC3)n2CCc2ccccc2)n(C)c1=O
22) COC(=O)C1=C(C)N=c2s/c(=C/c3ccoc3)c(=O)n2C1c1ccccc1 (configuration not stated)
23) CCOc1ccc(NC(=O)Cn2nnc(C(=O)NCc3ccccc3OC)c2N)cc1
24) COc1ccc(C)c2sc(=NC(=O)c3ccc(C#N)cc3)n(C)c12
25) C=C(C)Cn1c(=O)c(NC(=O)c2ccccc2)c2n(c1=S)CCC2
26) O=C(NC1CCCC1)C1CCN(S(=O)(=O)N2CCCCC2)CC1
27) CCOc1cccc2cc(C(=O)Nc3nccs3)c(=O)oc12
28) O=C(NCc1ccccn1)C1CCN(S(=O)(=O)N2CCCC2)CC1
29) O=C(O)CC(SCc1ccc(C(=O)O)o1)C(=O)O (configuration not stated)
30) CCCN1C(=O)c2cc(C(=O)NC3CCCCCC3)ccc2C1O (configuration not stated)
screen / no.	21	22	23	24	25	26	27	28	29	30
E coli RNAP	.	1	8	-11	2	6	4	-1	-8	11
TNAP act mid DEA	.	0.9	0.8	1	0.9	1	0.9	1	1	0.9
HEK293 NFkB inh	0	12	19	-3	4	-2	1	-3	.	.
S1P1 ag-PAM	-30	.	8	-12	.	6	-13	.	5	.
D1 mod	-0.63	-3.6*	4.3*	-0.51	0.62	0.64	-0.11	.	-1.5	-3.2*
M1 agonist	-1.8	0.16	0.44	0.05	1.4	0.037	1.5	0.65	1.4	-0.4
M1 antag	0.27	-0.12	-0.22	0.76	0.4	-0.13	-0.52	-1.1	0.095	0.2
S1P3 agonist	-1.3	.	-0.9	-0.7	.	1.5	-0.2	.	-5.6	.
Jurkat viability	-1	.	7	-6	.	-2	-2	.	.	.

Overlap with the part before: three entries, followed by the next part.
28) O=C(NCc1ccccn1)C1CCN(S(=O)(=O)N2CCCC2)CC1
29) O=C(O)CC(SCc1ccc(C(=O)O)o1)C(=O)O (configuration not stated)
30) CCCN1C(=O)c2cc(C(=O)NC3CCCCCC3)ccc2C1O (configuration not stated)
31) CC1S/C(=C(\C#N)C(=O)NCc2ccco2)N(c2ccc(F)cc2)C1=O (configuration not stated)
32) O=S(=O)(NCc1ccccc1)c1ccc2c(c1)OCCO2
33) CN1CCN(C(=O)c2ccc(Cl)c(S(=O)(=O)N3CCCCC3)c2)CC1
34) Cn1c(=O)[nH]c(=O)c2c1nc(CN1CCN(c3ccccc3F)CC1)n2CCc1ccccc1
35) Clc1ccc2nc(CSc3nc4ccccc4o3)cn2c1
36) Cc1ccc(C(=O)OCC(=O)Nc2sc3c(c2C#N)CCCCC3)cc1NC(=O)c1ccco1
37) O=C(c1ccc(COCC(F)(F)F)o1)N1CCCCCC1
38) Cc1cc(N2CCN(C3CCCCC3)CC2)nc2cccc(O)c12
39) COc1ccc(C(C)(C)C)cc1S(=O)(=O)N1CCN(C)CC1
40) Nn1c(SCC(=O)Nc2ccccc2)nnc1-c1cccnc1
screen / no.	28	29	30	31	32	33	34	35	36	37	38	39	40
E coli RNAP	-1	-8	11	-2	9	.	6	.	4	-1	4	5	4
TNAP act mid DEA	1	1	0.9	0.8	0.7	0.9	1	0.9	0.8	0.9	0.9	0.9	0.8
HEK293 NFkB inh	-3	.	.	6	10	20	6	.	17	21	19	29	4
S1P1 ag-PAM	.	5	.	-16	18	-13	-6	-18	14	-3	4	2	-12
D1 mod	.	-1.5	-3.2*	1.7	0.15	1.3	.	.	-0.093	0.0088	-1.5	-0.47	-0.032
M1 agonist	0.65	1.4	-0.4	-0.53	7.4*	-0.93	0.13	0.57	0.83	0.4	-0.72	-0.19	0.23
M1 antag	-1.1	0.095	0.2	0.13	0.78	0.23	-0.058	0.84	-0.22	-0.00024	-1.2	0.076	-0.39
S1P3 agonist	.	-5.6	.	-0.6	-1.0	-0.7	-1.2	-1.9	0.0	-0.6	-0.6	-0.1	0.2
Jurkat viability	.	.	.	4	-2	1	0	.	9	8	3	-1	6

41) Cc1ccc(Cn2ncc3c(N4CCOCC4)ncnc32)cc1
42) O=C(O)COc1ccc2c(c1)CCCC2
43) COc1ccc(C(=O)OC(C)CN2CCN(C)CC2)cc1OC (configuration not stated)
44) Cn1c(SCC(=O)O)nnc1C1CCCCC1
45) c1ccc(-c2nc3cnccn3c2Nc2ccc3c(c2)OCCO3)cc1
46) Cc1ccc(C(=O)NCc2ccc3c(c2)OCO3)cc1S(=O)(=O)N1CCCCC1
47) COc1ccc(OC)c(C(=O)c2coc3ccc(O)c(CN4CCOCC4)c23)c1
48) CC1=C(C(=O)OCC2CCCO2)C(c2ccncc2)C2=C(CCCC2=O)N1 (configuration not stated)
49) O=C(NCCCN1CCc2ccccc2C1)C1CCN(c2nnc(-n3cccc3)s2)CC1
50) O=C(Nc1cccnc1)Nc1ccccn1
screen / no.	41	42	43	44	45	46	47	48	49	50
E coli RNAP	10	4	9	-12	7	3	8	0	0	4
TNAP act mid DEA	0.9	0.9	0.9	0.8	0.9	0.9	1	1	1.1	0.9
HEK293 NFkB inh	.	5	.	2	5	14	13	20	11	18
S1P1 ag-PAM	-17	-28	-8	-15	.	29	1	.	-9	-16
D1 mod	.	0.88	.	0.35	0.56	0.15	0.35	0.78	.	0.71
M1 agonist	0.63	0.035	0.09	-0.18	-0.31	-0.45	0.066	0.017	-0.096	-0.46
M1 antag	-0.12	-0.24	0.16	-0.98	-0.012	-0.00045	0.0006	-1.1	-2.9*	0.35
S1P3 agonist	0.5	0.2	-1.7	-0.2	.	-0.9	-0.1	-0.4	0.3	0.4
Jurkat viability	.	-8	.	-8	.	3	-2	-11	2	-3

51) Cc1cccc(NC(=O)COc2ccccc2C)n1
52) COc1cc(OC)cc(C(=O)Nc2ccc(-n3cnnn3)c(C)c2)c1
53) N#CC1=C(N)N2C(=C(C#N)C13CCN(Cc1ccccc1)CC3)Nc1ccccc12
54) O=C(NCc1ccc(F)cc1)c1cc(S(=O)(=O)N2CCOCC2)ccc1F
screen / no.	51	52	53	54
E coli RNAP	8	-8	6	10
TNAP act mid DEA	0.9	1	0.9	1
HEK293 NFkB inh	9	0	5	9
S1P1 ag-PAM	15	15	.	0
D1 mod	-0.38	.	-0.18	0.41
M1 agonist	0.38	1.1	-0.43	-0.13
M1 antag	-0.78	0.21	-3.4*	-0.34
S1P3 agonist	-0.6	-0.1	-1.1	-0.3
Jurkat viability	8	2	6	-9
